# Source: PubChem (The Scripps Research Institute Molecular Screening Center)
# OX1R antag-1 = OX1R (human) antagonism; inhibition, % at 6.6 µM; 330,000 tested, 1.8% active; AID 485270; OX1R-expressing cells, FRET antagonist read-out; in the data active = inhibition mostly above about 38%, no sharp cut-off; inactive = mostly below about 40%;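 also: 0% = agonist challenge alone and 100% = reference antagonist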
# Target sequence (O43613 whole entry, looked up): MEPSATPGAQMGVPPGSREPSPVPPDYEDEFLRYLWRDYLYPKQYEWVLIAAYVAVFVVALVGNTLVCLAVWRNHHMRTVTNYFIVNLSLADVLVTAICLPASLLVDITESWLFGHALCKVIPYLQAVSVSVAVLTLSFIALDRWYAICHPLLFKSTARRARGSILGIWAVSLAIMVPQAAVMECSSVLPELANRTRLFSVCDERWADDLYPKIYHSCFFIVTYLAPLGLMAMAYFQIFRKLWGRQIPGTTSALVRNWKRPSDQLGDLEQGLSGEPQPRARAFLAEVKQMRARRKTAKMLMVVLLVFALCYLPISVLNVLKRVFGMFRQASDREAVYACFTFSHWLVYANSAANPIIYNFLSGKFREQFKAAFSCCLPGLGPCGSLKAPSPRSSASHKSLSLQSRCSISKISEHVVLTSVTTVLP
# OX1R antag-2 = human HCRTR1 antagonism; CHO/OX1R cells, Fluo-8 calcium fluorescence, orexin A; inhibition, % at 5 µM; 330,000 tested, 0.43% active; AID 434989;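 active = inhibition above its plate's threshold, mean inhibition of all tested compounds on the plate plus 3 SD, cut at about 37% in these data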;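 also: 0% = orexin A challenge wells and 100% = SB-334867-A antagonist wells; not every result past the cut was called active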
# Starred values were filed as active, the others as inactive.
SMILES,OX1R antag-1,OX1R antag-2
CC(Oc1ccccc1Cl)c1nnc(N)s1 (centres undefined),8,-16
Cn1c(Cn2nnc3ccccc32)nnc1SCC(=O)Nc1nccs1,2,0
COc1ccc(S(=O)(=O)N(C)c2ccc(C(=O)N3CCCC3)cc2)cc1OC,20,-14
CCn1c(N)nc2ccccc21,19,-8
CC(C)CCOc1ccc(C(=O)NCCC(=O)N2CCOCC2)cc1,19,-3
CCn1cc2nc(SCC(=O)Nc3ccc(OC)c(OC)c3)n(Cc3ccc(OC)cc3)c(=O)c2n1,14,-30
COc1ccc(CCNc2ncnc3c2c(C)c(C)n3CCCN(C)C)cc1OC,4,-14
O=C(NNC1CC(=O)N(c2ccc3c(c2)OCCO3)C1=O)c1ccccc1 (centres undefined),6,7
COc1ccc(/C=C/C(=O)NC(=S)NNC(=O)c2cc(OC)c(OC)c(OC)c2)cc1,0,-14
CCC(=O)N1CCC(c2ccc(OC)cc2)=N1,17,-6
Cc1cc(C(=O)N/N=C/c2cccc([N+](=O)[O-])c2O)n[nH]1,39,-15
CCOc1ccc(C(=O)N/N=C/c2c(C)[nH]c(=O)[nH]c2=O)cc1,15,-7
CCCOc1ccc(C2C(C(=O)OC)=C(C)N=C3SCCC(=O)N32)cc1OCC (centres undefined),24,-41
CCOC(=O)C(Cc1c[nH]c2ccccc12)NC(=O)c1ccco1 (centres undefined),25,12
Nc1nnc(SCC(=O)NCCNC(=O)CSc2nnc(N)s2)s1,7,-3
COC(=O)C1=C(C)NC(C)=C(C(=O)OC)C1C(=O)OCc1nnc(-c2ccccc2)o1,18,-25
O=C(c1ccco1)N1CCN(C(=O)C(c2ccccc2)c2ccccc2)CC1,14,-30
O=C(COC(=O)CN1C(=O)C2CCCCC2C1=O)Nc1cc(S(=O)(=O)N2CCOCC2)ccc1Cl (centres undefined),15,-19
COc1ccccc1CN1CC(C(=O)NCc2cc(C)on2)CCC1=O (centres undefined),21,-9
CCOC(=O)Cn1c(=O)oc2cc(S(=O)(=O)NCCCc3ccccc3)ccc21,24,-13
Cc1ccnc(NC2OC(=O)c3ccccc32)c1 (centres undefined),18,3
CC1(C)Cc2c(cnn2-c2ccc(F)cc2)C(NC(=O)c2cnccn2)C1 (centres undefined),14,-11
O=C(C1=C[C@H](c2ccc3c(c2)OCO3)C[C@H](OCc2ccc(CO)cc2)O1)N1CCOCC1,16,-17
C=CCOn1c(=O)c(-c2cccs2)[n+]([O-])c2ccccc21,6,-18
Cc1ccc(C(=O)Nc2ccc(Cc3ccncc3)cc2)cc1[N+](=O)[O-],29,4

# Overlap with the part before: five entries, followed by the next part.
SMILES,OX1R antag-1,OX1R antag-2
Cc1ccnc(NC2OC(=O)c3ccccc32)c1 (centres undefined),18,3
CC1(C)Cc2c(cnn2-c2ccc(F)cc2)C(NC(=O)c2cnccn2)C1 (centres undefined),14,-11
O=C(C1=C[C@H](c2ccc3c(c2)OCO3)C[C@H](OCc2ccc(CO)cc2)O1)N1CCOCC1,16,-17
C=CCOn1c(=O)c(-c2cccs2)[n+]([O-])c2ccccc21,6,-18
Cc1ccc(C(=O)Nc2ccc(Cc3ccncc3)cc2)cc1[N+](=O)[O-],29,4
CC(C)C[C@@H](CO)N1CCN(CC(C)C)CCC1=O,28,2
COCCNC(=O)C(OC(=O)CC1Sc2ccccc2NC1=O)c1ccccc1 (centres undefined),12,-37
Cc1ccc(S(=O)(=O)N2CCOCC2)cc1C(=O)OCC(=O)c1ccc[nH]1,1,-6
Cc1cccc(N2CCN(S(=O)(=O)c3ccc4c(c3)NC(=O)C(C)S4)CC2)c1C (centres undefined),30,-25
CCOC(=O)N1CCN(C(=O)Cc2ccc(C)cc2)CC1,20,-16
Cc1ccc(C(=O)NC2CCCCCCC2)c(Cl)c1,13,-15
CN(C)/C=N/c1sccc1C(N)=O,27,-5
CC(=O)c1ccc(NC(=O)C(C)n2nc(-c3ccccc3)c3cc(Cl)ccc32)cc1 (centres undefined),12,-21
CCN(CC)S(=O)(=O)c1ccc(Cl)c(C(=O)OC2CC(C)OC2=O)c1 (centres undefined),16,-20
COc1ccc(Nc2cccccc2=O)cc1,19,-3
COC(=O)c1c(NC(=O)COc2ncnc3ccccc23)sc(C)c1C,11,-2
Cc1ccc(OCc2nc3ccccc3n2C)cc1,7,-18
C/C=C\C=C/C(=O)Nc1cccc(C2=NOC3(C2)C[C@@H](C(N)=O)N(C(=O)/C=C/C=C\C)C3)c1 (some centres undefined),5,7
CCn1c2c(c3ccc(OC)cc31)CCCC2=O,16,-30
O=C(NCc1ccc(F)cc1)C1CC(=O)N(C2CCCCC2)C1 (centres undefined),16,-15
Cc1csc(NC(=O)C2CCCCC2)n1,4,-7
O=C(NCCN1CCCCC1)Nc1ccc([N+](=O)[O-])cc1,1,-11
O=C(O)CSc1ccc2nnc(-c3cccnc3)n2n1,8,1
Nc1nnc(N)c2ccccc12,11,-11
CCc1c(C)nc(N)n2c(SCC(=O)N3CCCC(C)C3)nnc12 (centres undefined),14,-16
O=C(c1cc2ccccc2oc1=O)N1CCOCC1,6,2
COc1ccc(C(=O)Nc2scc(-c3ccc(Cl)cc3Cl)c2C(N)=O)cc1,18,-35
O=C(O)CCc1ccc(S(=O)(=O)Nc2ccc(OCc3ccccc3)cc2)cc1,14,-21
O=C(COC(=O)/C=C/c1ccc(F)cc1)NC1CC1,10,2
O=C(Nc1ccc(N2CCOCC2)cc1)c1ccncc1,8,-8

# Some of the entries above, reformatted:
CCn1c2c(c3ccc(OC)cc31)CCCC2=O
  OX1R antag-1 = 16; OX1R antag-2 = -30

O=C(NCc1ccc(F)cc1)C1CC(=O)N(C2CCCCC2)C1 (centres undefined)
  OX1R antag-1 = 16; OX1R antag-2 = -15

Cc1csc(NC(=O)C2CCCCC2)n1
  OX1R antag-1 = 4; OX1R antag-2 = -7

O=C(NCCN1CCCCC1)Nc1ccc([N+](=O)[O-])cc1
  OX1R antag-1 = 1; OX1R antag-2 = -11

# (listing goes on)
SMILES,OX1R antag-1,OX1R antag-2
CN(Cc1ccc(F)cc1)S(=O)(=O)c1nnc(NC(=O)c2ccccc2)s1,39,-8
COc1ccc(NC(=S)N2CCN(c3ncccn3)CC2)c(OC)c1,4,-26
O=C(COC(=O)c1c2c(nc3ccccc13)CCCC2)Nc1ccc2c(c1)OCO2,38,-7
COc1ccc(NC(=O)Cn2nnc(C(=O)NCc3ccc(C)cc3)c2N)cc1Cl,3,0
Cc1nccn1CCc1nc(N)nc(N)n1,4,-5
CCc1sc(C(=O)N2CCc3ccccc32)cc1C,11,-28
N#C/C(=C(/O)CN1C(=O)c2ccccc2C1=O)c1nc2ccccc2[nH]1,28,-20
O=C1OC(Cc2ccccn2)C(O)=C1C1=NCCCCN1 (centres undefined),20,5
COc1ccc(CNC(=O)Cc2ccc(NC(=O)C3=C(C)OCCS3)cc2)cc1,6,-20
COc1ccc(CC(=O)NCC2(N3CCCCC3)CCCCC2)cc1,8,-20
CCOc1ccc(NC(=O)CSc2nc3nc(C)cc(C)n3n2)cc1,11,-5
Cc1ccccc1S(=O)(=O)Cc1ccc(C(=O)NCCCN(C)Cc2ccccc2)o1,23,-34
CC(C)(C)n1nc2c(c1NC(=O)COc1ccc(F)cc1)CS(=O)(=O)C2,0,-20
Cc1cccc(CNCc2ccccc2)c1,5,-20
COc1ccccc1N1CCN(C(c2cccs2)C(C)NS(=O)(=O)c2ccccc2)CC1 (centres undefined),29,-25
Oc1ccc(C(c2nnnn2CCc2ccccc2)N2CCN(c3nc4ccccc4s3)CC2)cc1 (centres undefined),19,-11
CC1CCc2c(sc3nc(CN4CCOCC4)nc(N4CCc5ccccc5C4)c23)C1 (centres undefined),3,-29
CCSc1cc(Cl)nc(N)n1,33,0
NC(=O)c1cc(C(=O)c2ccc(Cl)cc2Cl)c[nH]1,31,-1
COc1cc(/C=N/NC(=O)CN2CCCCC2)ccc1OCc1ccc(Br)cc1,7,-15
Cc1cc(=O)oc(C)c1C(=O)NCc1ccc(F)cc1,19,-6
Cc1ccc(NC(=O)c2ccc(Cl)c(N3C(=O)CCC3=O)c2)cc1,33,-13
COC(=O)C1=C(C(=O)c2ccccc2)C(c2ccc(O)c(OC)c2)n2nnnc2N1 (centres undefined),9,-29
Cc1cccc(NC(=O)CN(C)S(=O)(=O)c2ccc(Cl)cc2)n1,15,-11
O=C(O)c1cc(Br)ccc1NS(=O)(=O)c1cccc2nsnc12,5,-18

# The list continues.
SMILES,OX1R antag-1,OX1R antag-2
COc1cc(/C=N/O)cc(Br)c1OCc1ccc(Cl)cc1,19,-24
COc1ccc2ccc(=O)oc2c1CC(O)C(C)(C)O (centres undefined),18,-14
OC[C@H](O)[C@H](O)[C@@H](O)[C@@H](O)[C@@H]1SC(c2ccccc2)=NN1c1ccccc1,0,4
CC(C)(C)n1cnc(C(N)=O)c1N,5,2
O=C(Nc1ccc(-c2nc3ccccc3o2)c(O)c1)c1cc(-n2cnnc2)ccc1Cl,17,11
CCc1cc(=O)oc2cc(C)cc(OCC(=O)NCCc3c[nH]c4ccccc34)c12,18,-9
O=C(c1ccncc1)N1CCN(S(=O)(=O)c2ccc(F)cc2)CC1,8,-7
O=C(CSc1ncccn1)N1CCN(C(c2ccccc2)c2ccccc2)CC1,14,-27
O=C(O)c1ccc(NCc2cccc(Br)c2)cc1,12,14
CCOc1cc(CNC(=O)CCCn2c(=O)c3cccn3c3cccnc32)cc(OCC)c1OCC,68*,4
CCOC(=O)N1CCC(N2C(=O)c3ccccc3C2Nc2ccc3c(C)cc(=O)oc3c2)CC1 (centres undefined),15,-36
Cn1nnnc1SCC(=O)NC1CCCC1,2,-3
CN(C)CCNC(=O)C1CCN(S(=O)(=O)c2ccc3ccccc3c2)CC1,27,-1
O=C(NCCc1ccccn1)c1cccc(S(=O)(=O)N2CCCCCC2)c1,10,-15
NC(=O)c1cc2ccccc2o/c1=N/NC(=O)c1ccccc1,33,-18
CC(=O)c1ccc(N2CCN(CC(O)COCc3ccco3)CC2)cc1 (centres undefined),30,-18
CCn1ncc(C2=NOC(C(=O)Nc3cnn(C45CC6CC(CC(C6)C4)C5)c3)C2)c1C (centres undefined),14,-8
CC(=O)Nc1ccc(S(=O)(=O)NNC(=S)NCc2ccco2)cc1,29,-3
O=C(/C=C/c1cccs1)NC1CC1,8,-19
O=C(CCCC(=O)N(CC(=O)NC1CCCCC1)c1cccc(F)c1)Nc1ccccn1,13,-22
C=CCSC(=S)Nc1c(C)n(C)n(-c2ccccc2)c1=O,1,-6
CCN(CC)C(=O)CNC(=O)Cc1ccc(Cl)cc1,16,-11
O=C(NC1CC2CCCC(C1)N2C(=S)Nc1ccccc1Cl)C1CC1 (centres undefined),10,0
O=C(OCCO)c1cc(Cl)c(C(=O)OCCO)cc1Cl,2,-14
CC1CCC(NC(=O)CSc2nncs2)CC1 (centres undefined),12,-24

# Additional records follow.
SMILES,OX1R antag-1,OX1R antag-2
C[C@H](NC(=O)CCCn1nnc2ccccc2c1=O)C(=O)O,5,-6
CC(NC(=O)CN1CCN(Cc2ccc(Cl)cc2)C1=O)c1ccc2c(c1)OCCO2 (centres undefined),14,-18
Cc1ccccc1OCc1nnc(SCC(=O)Nc2ccc3nc(SCC(=O)NC(C)(C)C)sc3c2)n1C,5,-13
COc1cc(NC(=O)c2cc(-c3ccco3)on2)cc(OC)c1OC,36,-24
CN1C(=O)Cc2cc(S(=O)(=O)N3CCN(c4ccc(Cl)cc4)CC3)ccc21,13,3
CCOC(=O)Cc1csc(N/N=C/c2ccc(Cl)cc2)n1,8,-26
COc1ccc(C)cc1NC(=O)CNC(=O)[C@@H]1Cc2ccccc2CN1,6,-28
Cc1ccc2nc(-c3ccccc3)c(CN3CCOCC3)n2c1,3,-28
COc1ccc(S(=O)(=O)N2CCC(C(=O)N[C@@H](C)C(=O)NCc3ccncc3)CC2)cc1,10,-18
Cc1nc(C(=O)Nc2ccc(Cl)cc2)sc1C1(C)CC(c2ccccc2)=NO1 (centres undefined),35,-18
COc1ccc(S(=O)(=O)Nc2c(C)nc3nc(C)[nH]n3c2=O)cc1,11,-2
Cc1ccc(S(=O)(=O)Nc2ccc(C(=O)N3CCOCC3)cc2)cc1,19,-8
Cc1cnc(C(=O)OC(C)C(=O)Nc2ccc(Oc3ccccc3)cc2)cn1 (centres undefined),11,4
COc1ccc(S(=O)(=O)N(C)c2ccc(C(=O)NCc3ccco3)cc2)cc1OC,14,-28
Cc1nn2c(NCC(C)C)c3c(nc2c1-c1ccccc1)CCC3,18,-18
N#C/C(=C\c1ccc(-c2cccc([N+](=O)[O-])c2)o1)c1nnc(N2CCOCC2)n1-c1ccccc1,33,-31
